Source: PubChem BioAssay
Rac1 GTP hydrolysis – MgcRacGAP GTPase-activating activity inhibitors, confirmation, biochemical, ADP Hunter fluorescence | MgcRacGAP-stimulated Rac1 GTP hydrolysis, ADP Hunter fluorescence; higher % means a stronger effect; GST-tagged Rac1 F28L mutant substrate | AID 624330 | 0.6% of 340,000 active | one-dose inhibition, % at 30 µM; IC50 in µM for titrated hits;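 active = first-screen hits whose inhibition reached a set limit at any dose in the follow-up dose series; inconclusive = inhibition above the set first-screen limit but never retested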;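 also: fluorescence reports GDP produced by GAP-driven GTP hydrolysis; strong numbers were not always called active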
GPR55 antagonists – inhibition of LPI-stimulated GPR55 beta-arrestin translocation – imaging, U2OS, beta-arrestin-GFP, LPI agonist, primary screen (AID 2013). U2OS GPR55 beta-arrestin-GFP translocation imaging, LPI antagonism; higher % means a stronger effect. inhibition, % at 10 µM; hits with a dose series show IC50 in µM. 0.13% of 290,000 active;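 active = spots per cell inhibited over 60%, with over 100 cells counted and total cytoplasm intensity under 500,000; inconclusive = wells with under 100 cells, flagged as likely toxic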;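 also: U2OS cells stably carrying GPR55 and arrestin-GFP stimulated by 5 µM LPI near EC80; imaged beta-arrestin-GFP aggregate spots per cell after agonist stimulation; plate controls were LPI-stimulated DMSO wells for no effect and DMSO wells without LPI for full effect; some results filed as inactive read as strong as hits; confirmed hits need IC50 under 10 µM and bright autofluorescent wells are also inconclusive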
Large T inhibition – SV40 large T antigen inhibitors, biochemical (AID 1903); SV40 large T antigen ATPase/helicase inhibition assay; higher % means a stronger effect; inhibition, % at 20 µM, or IC50 in µM where a hit was titrated; 0.39% of 310,000 active; in the data active = a potency from the dose series; inconclusive = inhibition mostly from about 32% at the one dose, without a potency; inactive = the rest, 99 in 100 with inhibition below about 32%; also: strong numbers were not always called active
NTR1 agonist – agonists of NTR1, primary screen, imaging, U2OS cells, beta-arrestin-GFP, high content (AID 493036). 0.17% of 330,000 active. activation, % at 20 µM. NTR1-U2OS beta-arrestin-GFP spot imaging, agonist mode. P30989;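 active = activation at or above 40% of the spot to cytoplasm intensity ratio, with at least 20 cells analyzed; inconclusive = wells under 20 cells, flagged as cytotoxic or low count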;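 also: 0% = DMSO without peptide and 100% = 100 nM NTR1 peptide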
Target sequence (P30989 whole entry, looked up): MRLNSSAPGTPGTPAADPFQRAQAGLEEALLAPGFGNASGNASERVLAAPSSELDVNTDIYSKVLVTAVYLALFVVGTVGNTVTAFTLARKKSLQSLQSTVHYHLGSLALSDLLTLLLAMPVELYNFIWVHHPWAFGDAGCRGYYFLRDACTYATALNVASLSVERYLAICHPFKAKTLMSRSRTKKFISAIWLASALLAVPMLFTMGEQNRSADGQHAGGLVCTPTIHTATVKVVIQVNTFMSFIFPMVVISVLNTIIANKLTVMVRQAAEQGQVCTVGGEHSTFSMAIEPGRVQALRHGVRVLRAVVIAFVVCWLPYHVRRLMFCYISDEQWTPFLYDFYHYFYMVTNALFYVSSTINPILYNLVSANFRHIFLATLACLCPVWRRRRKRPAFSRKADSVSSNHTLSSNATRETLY
GPR55 beta-arrestin – GPR55 agonists via beta-arrestin recruitment, primary screen, imaging, U2OS cells, beta-arrestin-GFP redistribution (AID 1961). U2OS GPR55 beta-arrestin-GFP redistribution imaging; higher % means a stronger effect. activation, % at 10 µM; hits with a dose series show EC50 in µM. 0.048% of 290,000 active;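 active = activation above 40% with more than 50 cells counted in the well; inconclusive = wells holding fewer than 50 cells, flagged as toxic or sparse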;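 also: U2OS osteosarcoma cells stably expressing GPR55 and beta-arrestin-GFP; plate controls were DMSO negative control for no effect and LPI positive control for full effect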
GPR35 arrestin U2OS – inhibition of zaprinast-stimulated GPR35 beta-arrestin translocation – imaging, U2OS, beta-arrestin-GFP, zaprinast agonist, primary screen (AID 2058); U2OS GPR35 beta-arrestin-GFP translocation imaging, zaprinast antagonism; higher % means a stronger effect; inhibition, % at 10 µM; hits with a dose series show IC50 in µM; 0.052% of 290,000 active;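 active = inhibition of at least 50% with at least 30 cells and total cytoplasm GFP at most 10,000,000; inconclusive = under 30 cells or total GFP of 10,000,000 plus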
AID2073 – disruptors of CaV2.2 binding to Mint1 – biochemical, HTRF (AID 2073); HTRF protein-protein interaction, Mint1-CaV2.2; higher % means a stronger effect; inhibition, % at 20 µM, or IC50 in µM where a hit was titrated; 0.19% of 290,000 active; in the data active = inhibition mostly above about 51%, no sharp cut-off; inconclusive = no clear call, values can overlap the other calls; inactive = mostly below about 53%; also: some results filed as inactive read as strong as hits
Dengue-2 NS5 capping – flavivirus cap methylation enzyme inhibition – biochemical, confirmation dose response, primary screen (AID 588689); Dengue-2 NS5 methyltransferase capping enzyme assay, biochemical; higher % means a stronger effect; one-dose inhibition, % at 25 µM; IC50 in µM for titrated hits; 0.3% of 340,000 active; in the data active = a potency from the dose series; inconclusive = inhibition above about 29% without an active follow-up result
Yfh1-off respiration – enhancers of respiration in Yfh1-depleted yeast, dose response, Friedreich's ataxia, plus single-dose screen (AID 1465). 0.074% of 220,000 active. one-dose fold induction at 50 µM; EC50 in µM for titrated hits. S. cerevisiae Yfh1-off respiration, WST-1 reduction, 72 h; higher fold induction means a stronger effect;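 active = fold induction of absorbance versus untreated yeast above a set limit, then at least 30% activation at any dose in follow-up; inconclusive = repeats straddling the limit, or above it without dose testing; inactive = fold induction below the set limit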;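 also: activators that raise dye reduction in frataxin-depleted yeast; strong numbers were not always called active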
NTR1 agonist cell count 20 µM – recorded beside NTR1 agonist, whose call it bears; cell count; measured here: cell count, cytotoxicity flag
The depositor's hits bear a star; i = inactive; ? = inconclusive; . = no result given. Rows were taken by chance. About 1.7% of those tested had a hit in this group.

Below each SMILES: Rac1 GTP hydrolysis | GPR55 antagonists | Large T inhibition | NTR1 agonist | NTR1 agonist cell count 20 µM | GPR55 beta-arrestin | GPR35 arrestin U2OS | AID2073 | Dengue-2 NS5 capping | Yfh1-off respiration
[1] CC(=O)c1cccc(S(=O)(=O)N2CCCC(c3nc4c(nnn4Cc4ccccc4Cl)c(=O)[nH]3)C2)c1 (stereo not drawn)
    1.5% | 19.2% | . | 0.8 | 50 | 0.2% | -21.6% | 10.3% | -4.0% | .
[2] COc1ccc(CCN(Cc2cc3ccc(C)cc3n3nnnc23)C(C)=O)cc1OC
    -5.1% | 5.9% | -0.3% | 1.1 | 44 | 0.0% | 4.5% | -9.6% | 0.7% | i
[3] Cc1cc(Oc2ccc3ccccc3c2)nc(SCC(=O)c2ccccc2)n1
    9.6% | 34.6% | 11.6% | 0.0 | 39 | 0.7% | -3.3% | 2.8% | -3.0% | i
[4] NC(=O)Nc1cccc2ccccc12
    7.0% | 7.6% | 8.3% | 2.1 | 63 | 0.0% | 14.0% | -6.5% | 1.6% | i
[5] CN1CCN(S(=O)(=O)c2ccc3c(c2)NC(=O)CS3)CC1
    5.5% | -11.7% | 6.4% | -0.9 | 56 | 0.0% | -7.2% | ? | -0.9% | .
[6] COC(=O)c1ccc(NC(=O)CSc2nnc(-c3ccncc3)n2C)cc1
    5.2% | 0.2% | 4.7% | -3.4 | 87 | -0.4% | -5.1% | 5.5% | -4.2% | i
[7] Cc1nc2cc(Cl)c(Cl)cc2n1CCCO
    . | 5.7% | 12.0% | -1.6 | 51 | -0.3% | 4.4% | -0.8% | . | i
[8] Fc1cccc(NC(=S)NC2CCCCCCC2)c1
    4.5% | -15.6% | 7.8% | 7.9 | 49 | -0.1% | -2.7% | 1.2% | -1.9% | .
[9] COc1ccc(NS(=O)(=O)c2ccc(Cl)c(C(=O)O)c2)cc1S(=O)(=O)N1CCCCC1
    4.0% | -15.5% | 6.5% | -1.9 | 43 | -0.3% | 5.8% | 51.4% | -17.1% | i
[10] CCCC(C)C(=O)Nc1ncc(S(=O)(=O)c2ccc([N+](=O)[O-])cc2)s1 (stereo not drawn)
    0.5% | -5.8% | 27.5% | 14.9 | 71 | -0.1% | -11.2% | -1.1% | -5.5% | .
[11] COc1cc(C(=O)Nc2cnc(NC(=O)C(C)C)cc2C)cc(OC)c1OC
    4.9% | . | 5.3% | -1.7 | 66 | . | . | . | -7.2% | i
[12] O=C(Nc1nc(-c2ccccn2)cs1)c1ccc([N+](=O)[O-])o1
    23.4% | 2.5% | 27.4% | 3.5 | 59 | -0.1% | 9.4% | 1.5% | 11.9% | i
[13] C=CCOc1ccc(C2CC(C)=NN2c2ccccc2)cc1 (stereo not drawn)
    3.8% | 1.7% | 2.0% | 0.9 | 41 | -0.3% | -0.3% | 2.2% | -0.7% | i
[14] CC(=O)C1=C(C)NC(SCC(=O)c2ccccc2)=C(C#N)C1CC(C)C (stereo not drawn)
    12.7% | -2.2% | 17.0% | 1.3 | 43 | 0.2% | 10.1% | 10.4% | -21.9% | i
[15] O=C(c1ccc(Cl)c(S(=O)(=O)N2CCCCCC2)c1)N1CCN(c2ccccn2)CC1
    6.7% | -2.0% | 12.4% | -1.1 | 41 | 0.3% | -0.7% | -5.2% | -15.2% | i
[16] CCC(C(=O)NC1CCCC1)N(C(=O)Cn1nnc(-c2ccc(C)o2)n1)c1ccc(F)cc1 (stereo not drawn)
    4.4% | 9.0% | . | 0.0 | 57 | 0.5% | 5.0% | 2.8% | -4.2% | .
[17] COc1ccc(/C=N/NC(=O)CCSc2nc3ccccc3s2)cc1
    5.5% | -3.8% | 19.4% | 0.6 | 89 | 0.2% | -4.7% | 0.3% | -13.6% | i
[18] CCOC(=O)C(C)Oc1cccc2c(=O)n(CC(=O)NCc3ccco3)ccc12 (stereo not drawn)
    -0.3% | -13.4% | 14.6% | -0.3 | 88 | -0.5% | 5.4% | 6.1% | 2.8% | i
[19] O=C(COc1cccc(Cl)c1)Nc1ccc(N2CCOCC2)cc1
    13.8% | -3.5% | -2.5% | 0.8 | 30 | -0.1% | 1.3% | -6.0% | 3.2% | i
[20] O=C(O)CCn1c(=O)n(CCC(=O)O)c(=O)n(CCC(=O)O)c1=O
    7.6% | 3.7% | 0.7% | 1.5 | 41 | -0.1% | 7.1% | -23.2% | -4.7% | i
[21] O=C(Cc1ccc(Cl)c(Cl)c1)Nc1ccccc1N1CCOCC1
    4.7% | -23.5% | 17.8% | 2.3 | 67 | 0.0% | 12.0% | 13.6% | -11.0% | i
[22] COc1ccc2c(c1)O[C@@H](c1ccc3c(c1)OCO3)[C@H](OC(=O)Nc1cc(OC)c(OC)c(OC)c1)C2=O
    . | 0.9% | 7.7% | . | . | 0.1% | -11.1% | 25.7% | . | i
[23] CCOC(=O)CSc1nnc(Cn2nnc(-c3ccccc3)n2)n1C
    11.7% | 19.2% | 3.6% | 4.5 | 66 | 0.0% | 7.8% | 13.8% | -7.8% | i
[24] CC(=O)Nc1c([N+](=O)[O-])cc(C)c(Cl)c1[N+](=O)[O-]
    11.8% | -2.3% | 8.1% | -0.5 | 83 | 0.6% | -4.2% | 2.1% | -3.7% | i
[25] CCn1nc(NS(=O)(=O)c2ccc(NC(C)=O)cc2)c2cc3cccc(C)c3nc21
    17.8% | 10.4% | 13.3% | 3.1 | 61 | 0.0% | 2.6% | 12.3% | 4.4% | .
[26] Cc1ccc(NC(=S)N2CCN(c3nccc(C(F)(F)F)n3)CC2)c(C)c1
    1.2% | -1.5% | 4.1% | -0.8 | 55 | -0.2% | 13.9% | -2.8% | -21.6% | i
[27] CCCCN(C(=O)CNC(=O)c1cccs1)C(C(=O)NC1CCCC1)c1ccncc1 (stereo not drawn)
    -2.8% | 11.5% | 1.7% | 0.8 | 88 | -0.1% | 3.0% | 4.6% | -5.2% | i
[28] O=C(CCl)NCCCN(C(=O)C(Cl)Cl)c1ccc([N+](=O)[O-])cc1
    7.3% | 2.3% | 10.4% | -1.5 | 43 | -0.1% | 3.3% | -3.1% | 0.8% | i
[29] O=C1C=C(NCc2ccc(Cl)c(Cl)c2)CC1
    12.1% | 0.5% | 8.5% | 1.2 | 52 | -0.1% | 9.4% | 45.4% | 1.4% | i
[30] O=C(CN1CCCCC1)Nc1ccccc1NC(=O)CN1CCCCC1
    6.1% | 8.2% | 12.0% | 1.3 | 69 | -0.2% | 2.0% | 41.4% | 5.7% | i
[31] C/[N+]([O-])=C\c1coc2ccccc2c1=O
    1.9% | 13.6% | 6.9% | 0.1 | 61 | -0.1% | 5.7% | -3.7% | -4.2% | i
[32] O=C(NCCN1CCOCC1)c1ccc2c(c1)N(Cc1ccc(F)cc1)C(=O)CS2
    4.2% | 3.6% | 4.0% | -1.9 | 49 | -0.3% | -9.1% | 14.0% | -2.1% | i
[33] Cc1ccc(NC(=O)CN(C)S(=O)(=O)c2cccs2)cc1C
    2.5% | -13.6% | 5.2% | -0.3 | 67 | 0.0% | 3.3% | -2.1% | -2.1% | i
[34] O=C(NCCN1CCc2ccccc2C1)Nc1ccc([N+](=O)[O-])cc1
    12.2% | 9.5% | 14.7% | 4.1 | 67 | -0.3% | 5.6% | -8.5% | 0.6% | i
[35] COc1ccc2c(c1)CCc1c(C(=O)Nc3ccn(Cc4ccc(C)cc4)n3)noc1-2
    -11.2% | 28.7% | -2.7% | 11.6 | 47 | 0.3% | 1.7% | -5.2% | -10.4% | i
[36] C/C(=N\NC(=O)C12CCC(C)(C(=O)O1)C2(C)C)c1ccccc1O (stereo not drawn)
    6.9% | 2.0% | 9.5% | 0.0 | 68 | -0.1% | -6.3% | 8.9% | -6.3% | i
[37] O=C(O)c1cc(Cl)c(Cl)cc1C(=O)NCc1ccco1
    5.7% | -14.5% | 7.0% | 0.7 | 66 | 0.3% | 12.4% | 6.5% | 7.4% | .
[38] COC(=O)c1sccc1NC(=O)c1cc(OC)cc(OC)c1
    2.0% | 0.5% | 4.4% | 0.0 | 78 | 0.8% | -12.0% | 10.1% | -3.1% | i
[39] CC1=C(SCCC#N)S/C(=C2\SC(C)=C(SCCC#N)S2)S1
    31.5% | 8.7% | ? | 1.1 | 41 | -0.3% | -2.4% | 23.2% | 23.4% | i
[40] COc1ccccc1NC(=S)N1CCN(C(c2ccccc2)c2ccccc2)CC1
    -2.3% | 5.0% | 7.6% | 1.2 | 30 | 0.0% | 0.6% | -10.8% | -1.6% | i
[41] Cc1oc(-c2ccccc2F)nc1CN1CCC(C(=O)NC2CCCc3ccccc32)CC1 (stereo not drawn)
    6.1% | 24.6% | 5.5% | -0.6 | 91 | -0.2% | 14.1% | 14.1% | -2.4% | i
[42] CC(C)CNC(=S)N1CCN(C(c2ccccc2)c2ccccc2)CC1
    -1.6% | 1.3% | 4.6% | 2.5 | 33 | -0.2% | 0.8% | -10.5% | 0.7% | i
[43] COc1ccc(N=N/C(=C\O)C(=O)c2ccco2)cc1
    5.3% | -7.5% | 14.5% | 6.0 | 44 | 0.1% | -2.9% | 8.8% | 5.0% | i
[44] O=C1NCCN1C(=O)C12CC3CC(CC(C3)C1)C2
    11.5% | -12.7% | 9.3% | 3.3 | 44 | 0.3% | 7.6% | -5.9% | 0.4% | i
[45] CCCCn1c(N)c(N(CC)C(=O)c2cc(S(=O)(=O)N3CCN(CC)CC3)ccc2Cl)c(=O)[nH]c1=O
    6.7% | 11.8% | 25.8% | -0.5 | 63 | -0.1% | 3.6% | 7.9% | -1.3% | .
[46] CCOC(=O)c1cc(C(=O)c2cc(Br)ccc2O)coc1=N
    0.1% | 11.7% | 0.1% | 2.5 | 28 | -0.3% | 11.3% | 9.4% | 1.6% | i

Profiles, quoted from the list. Values in the order: Rac1 GTP hydrolysis	GPR55 antagonists	Large T inhibition	NTR1 agonist	NTR1 agonist cell count 20 µM	GPR55 beta-arrestin	GPR35 arrestin U2OS	AID2073	Dengue-2 NS5 capping	Yfh1-off respiration
Shown for `Cc1oc(-c2ccccc2F)nc1CN1CCC(C(=O)NC2CCCc3ccccc32)CC1` (stereo not drawn) → 6.1%	24.6%	5.5%	-0.6	91	-0.2%	14.1%	14.1%	-2.4%	i
Shown for `CC(C)CNC(=S)N1CCN(C(c2ccccc2)c2ccccc2)CC1` → -1.6%	1.3%	4.6%	2.5	33	-0.2%	0.8%	-10.5%	0.7%	i
